# Screens deposited in PubChem by The Scripps Research Institute Molecular Screening Center.
# SRC3 TRFRET art – TR-FRET artefact, counter-screen to PPARgamma/SRC-3 agonist assay. PPARgamma/SRC-3 format; stronger effect = higher value. TR-FRET ratio at 8 µM. 0.39% of 99,000 active. AID 1048; in the data active means TR-FRET ratio above about 2000; further: inactives centre near 1600; reference of the scale not given here
# SRC1 TRFRET art – flags TR-FRET format artefacts in PPARgamma SRC-1 recruitment agonist screen. TR-FRET detection artefact counter-screen, emission ratio; stronger effect = higher value. TR-FRET ratio at 8 µM. 0.34% of 99,000 active; in the data active means TR-FRET ratio above about 2300; further: inactives centre near 1800; reference of the scale not given here
# Numbers without * were called inactive.
SMILES,SRC3 TRFRET art,SRC1 TRFRET art
CC1CCN(C(=O)COc2ccccc2F)CC1,1731,1846
COc1cc(/C=C(\C#N)C(=O)NCC2CCCO2)ccc1OCC(N)=O (stereo unspecified),1504,1618
CC(C)(C)c1ccc(C(=O)NCC(=O)OCC(=O)Nc2ccccc2[N+](=O)[O-])cc1,1728,1838
COc1cccc(C2C(C#N)=C(N)N(c3ncn[nH]3)C3=C2C(=O)CCC3)c1 (stereo unspecified),1615,1671
O=C(O)CNS(=O)(=O)/C=C/c1ccccc1,1643,1692
NC(=O)COC(=O)/C=C/c1ccc(S(=O)(=O)N2CCCCCC2)cc1,1615,1736
Cc1nc(NCC2CC2)c2nnn(Cc3ccccc3)c2n1,1455,1711
O=C(CSCc1ccc(Cl)cc1)NN=C1CCCCCC1,1477,1656
CCN1CCN(C(=O)c2ccc(Sc3ccccc3Cl)c([N+](=O)[O-])c2)CC1,1418,1740
CC(C)NC(=S)N1CCN(c2ncccn2)CC1,1485,1747
Cc1cc2oc(=O)cc(CSc3nnc(-c4cccs4)o3)c2cc1C(C)C,1763,1735
O=C(NNC(=O)C1CCN(Cc2ccccc2)CC1)c1cccs1,1686,1907
Cc1ccc(CNC(=O)CCc2ccc(S(=O)(=O)NCC(C)C)cc2)cc1,1493,1956
Cc1ccc2cccc(OCC(=O)N3CC(C)CC(C)C3)c2n1 (stereo unspecified),1590,1710
CC1CCCCN1C(=O)COC(=O)/C=C/c1ccc2ccccc2n1 (stereo unspecified),1578,2298
CCc1ccc(-c2ccc(SCC(=O)NCC3CCCO3)nn2)cc1 (stereo unspecified),1661,1976
CC(OC(=O)c1cccc(N2C(=O)c3ccccc3C2=O)c1)C(=O)Nc1ccc(N(C)C)cc1 (stereo unspecified),1590,1887
O=C(N/N=C(\Cc1ncc[nH]1)c1ccccc1)c1cccnc1,1466,1624
CN1CCc2cc(Cl)c(O)cc2[C@@H](c2ccccc2)C1,1405,1658
Cc1ccc(Sc2ccc([N+](=O)[O-])cc2[N+](=O)[O-])nc1,1653,2059
O=C(c1cccc(C(F)(F)F)c1)C1CCCN(Cc2ccc(OCCO)cc2)C1 (stereo unspecified),1606,1541
COc1cccc(CN2CCNC(=O)C2CC(=O)N(Cc2cnn(C)c2)C(C)C)c1 (stereo unspecified),1499,1814
O=C(O)c1ccc(CN2CCOCC2)o1,1520,1752
CC(NC(=O)c1cc(=O)[nH]c2ccccc12)c1ccccc1 (stereo unspecified),1492,1654
Cc1ccc(S(=O)(=O)N2CCOCC2)cc1NC(=O)CSc1n[nH]c(N)n1,1519,1799
COc1cc(/C=N/NC(=O)C(C)Nc2n[nH]c(=O)[nH]c2=O)ccc1O (stereo unspecified),1663,1745
O=C(Nc1nnc(-c2ccccn2)o1)c1ccc(Br)cc1,1391,1821
CCOc1ccc(C(=O)C(CCC(CN(C)C)C(=O)c2ccc(OCC)cc2)CN(C)C)cc1 (stereo unspecified),1780,1934
CCOC(=O)CC(=O)NC(CC(=O)OC)c1ccc(C(C)C)cc1 (stereo unspecified),1386,1831
CC(=O)OCC(=O)[C@@]12OC3(CCCC3)O[C@@H]1C[C@H]1[C@@H]3CCC4=CC(=O)C=C[C@]4(C)[C@@]3(F)[C@@H](O)C[C@@]12C,1436,1583
CCNc1nc(NCc2ccccc2)nc(SCC(N)=O)n1,1547,1730
COc1ccc(/C=C(/C(=O)c2cccs2)N2C=CC=CC2=C(C#N)C#N)cc1,1705,1818
COc1ccc(-c2cn3cc(C)ccc3n2)cc1F,1726,1823
C=CCOc1nc2c(c(=O)n(Cc3ccc(Cl)cc3)c(=O)n2C)n1C,1564,1901
Cc1ccc(-c2nc(CN(Cc3c(C)nn(C)c3C)C(C)C)c(C)o2)o1,1722,1793
O=C(Nc1cccc(-c2cn3cccnc3n2)c1)c1cccs1,1463,1864
COc1ccc(-c2csc(NC(=O)c3ccccc3NS(=O)(=O)c3ccc(F)c(F)c3)n2)cc1,1445,1540
C=CCN=C1CC(C)(C)CC(=O)/C1=C(\O)CCCN1C(=O)c2ccccc2C1=O,1679,1801
Cc1ccc(S(=O)(=O)N2CCC(C(=O)N[C@@H](C)C(=O)NC3CCCCC3)CC2)cc1,1781,1621
O=C(COC(=O)CNC(=O)c1cccc([N+](=O)[O-])c1)NCc1ccco1,1646,1774
CN(C)S(=O)(=O)c1ccc(C(=O)Nc2nnc(SCc3ccccc3)s2)cc1,1618,1814
N#Cc1ccccc1Oc1ccccc1C=O,1634,1905
C=CCSc1ncnc2sc(C)c(C)c12,1797,1993
Cc1cc(NC(=O)C(C)C)n(-c2nc3ccccc3s2)n1,1641,1836
O=c1[nH]cnc(O)c1C(c1ccc2c(c1)OCO2)c1c(O)nc[nH]c1=O,1574,1704
O=c1nc(Nc2ccc(OCc3ccccc3)cc2)sc2ncccc12,1598,1610
CCOC(=O)C1(Cc2cccc(OC)c2)CCN(Cc2cccnc2)CC1,1500,1692
CCOC(=O)C(CC)Sc1ccc2nnc(CCNS(=O)(=O)c3ccccc3)n2n1 (stereo unspecified),1466,1797
Cc1cccc(NC(=S)NC23CN4CN(CN(C4)C2)C3)c1,1522,1960
CCNC(=O)COC(=O)/C=C/c1cccc(F)c1,1429,1575
C/C(=N/NC(=O)CNS(=O)(=O)c1ccc(C)cc1)c1cccc([N+](=O)[O-])c1,1551,1721
COc1ccc(Cl)cc1N(CC(=O)NC(C(C)C)C(C)C)S(C)(=O)=O,1704,1555
CCSc1n[nH]c(=O)[nH]c1=O,1835,1874
O=C(CSc1ccc([N+](=O)[O-])cn1)Nc1ccc(N2CCOCC2)c(Cl)c1,1720,1662
CCCCn1c(=O)nc2n(-c3ccc(C)cc3)c3ccccc3cc-2c1=O,1535,1890
CCOC(=O)C1=C(CNC(C)(C)CC(C)(C)C)NC(=O)NC1c1cccc([N+](=O)[O-])c1 (stereo unspecified),1693,1956
CCOC(=O)C1CCCN(c2cc(=O)n(-c3ccccc3Cl)c(=O)[nH]2)C1 (stereo unspecified),1455,1813
CCCC(=O)NC(C)c1nc2ccccc2n1C(C)C (stereo unspecified),1703,1898
O=C(Nc1c(-c2ccccc2)nc2ccccn12)c1cccs1,1755,1949
O=C1/C(=C/c2ccc(C(=O)O)cc2)CCC/C1=C\c1ccc(C(=O)O)cc1,1618,1817

# Six successive entries out of the list so far, quoted:
SMILES,SRC3 TRFRET art,SRC1 TRFRET art
CCCCn1c(=O)nc2n(-c3ccc(C)cc3)c3ccccc3cc-2c1=O,1535,1890
CCOC(=O)C1=C(CNC(C)(C)CC(C)(C)C)NC(=O)NC1c1cccc([N+](=O)[O-])c1 (stereo unspecified),1693,1956
CCOC(=O)C1CCCN(c2cc(=O)n(-c3ccccc3Cl)c(=O)[nH]2)C1 (stereo unspecified),1455,1813
CCCC(=O)NC(C)c1nc2ccccc2n1C(C)C (stereo unspecified),1703,1898
O=C(Nc1c(-c2ccccc2)nc2ccccn12)c1cccs1,1755,1949
O=C1/C(=C/c2ccc(C(=O)O)cc2)CCC/C1=C\c1ccc(C(=O)O)cc1,1618,1817

# Additional entries:
SMILES,SRC3 TRFRET art,SRC1 TRFRET art
Cc1ccc(C(=O)N/C(=C/c2ccc(-c3ccc(Br)cc3)o2)C(=O)NC2CCS(=O)(=O)C2)cc1 (stereo unspecified),1572,1877
Cc1ccc(C(=O)c2c[nH]c3c(F)cc(F)cc3c2=O)cc1,1459,1639
COc1ccc(Oc2ccc(N/C=C/C(=O)C(C)(C)C)cc2)cc1,1507,2013
C#CCNC(=O)C1=C[C@H](c2ccc(C(F)(F)F)cc2)C[C@H](OCc2ccc(CO)cc2)O1,1618,1874
CCN1CCc2c(OCc3ccc(C(=O)OC)o3)cccc2C1=O,1692,1736
CCn1nnnc1NCc1ccc(OCc2ccc(F)cc2Cl)c(OC)c1,1434,1657
COc1ccc(N2CCN(C(=O)CCNS(=O)(=O)c3ccccc3)CC2)cc1,1472,1795
O=C(CSCCN1C(=O)c2ccccc2C1=O)Nc1ccc2ccccc2c1,1588,1574
Cc1ccc(C(=O)NCC(=O)OCC(=O)NC(C)c2ccccc2)s1 (stereo unspecified),1598,1987
COc1cc(NC(=O)COC(=O)/C=C/c2ccc(O)c(OC)c2)cc(OC)c1,1592,2085
COc1cc(CC(=O)Nc2nc(C)cs2)cc(OC)c1OC,1520,1933
Cc1ccc(C(=O)CSc2nnc3c4ccccc4nc(Cc4ccccc4)n23)cc1,1624,1913
O=C(COC(=O)c1cccc(Br)c1)Nc1cccc2c1C(=O)c1ccccc1C2=O,1548,2075
COC(=O)c1ccc(NC(=O)CSc2ccccc2)cc1,1619,1964
COC(=O)c1ccc(NC(=O)CCN2CCCCC2)cc1,1569,1688
CN(C)C(/C=C/Nc1ccc([N+](=O)[O-])cc1)=C(C#N)C#N,1510,1529
CCC(C)N1C(=O)S/C(=C/c2ccc3c(c2)n(C)c(=O)n3C)C1=O (stereo unspecified),1445,1731
O=C(NCCCN1CCCC1)c1cc2c(Cl)nc3ccccc3c2s1,1616,1524
Cc1ccc(S(=O)(=O)N2CCN(c3cnn(-c4ccccc4)c(=O)c3Cl)CC2)cc1,1527,1857
Cc1ccc(NC(=O)c2ccc3snnc3c2)cc1,1582,1910

# Full records, looked up by structure. Screens in order: SRC3 TRFRET art | SRC1 TRFRET art
# Results for C=CCOc1nc2c(c(=O)n(Cc3ccc(Cl)cc3)c(=O)n2C)n1C = 1564 | 1901
# Results for CCOC(=O)C1=C(CNC(C)(C)CC(C)(C)C)NC(=O)NC1c1cccc([N+](=O)[O-])c1 (stereo unspecified) = 1693 | 1956
# Results for Cc1cc2oc(=O)cc(CSc3nnc(-c4cccs4)o3)c2cc1C(C)C = 1763 | 1735
# Results for CCOC(=O)C1CCCN(c2cc(=O)n(-c3ccccc3Cl)c(=O)[nH]2)C1 (stereo unspecified) = 1455 | 1813
# Results for CCSc1n[nH]c(=O)[nH]c1=O = 1835 | 1874

# New compounds follow
SMILES,SRC3 TRFRET art,SRC1 TRFRET art
COc1c(C)cc(NC(=O)c2ccc3c(c2)NC(=O)CO3)cc1C,1494,1671
COc1ccc(N(C)S(=O)(=O)c2cccc(C(=O)Nc3ccc(OC)nc3)c2)cc1,1564,1550
C/C(=N/NC(=O)CN1CCN(S(=O)(=O)c2ccc(Br)cc2)CC1)c1cccnc1,1647,1740
CSCCC(C(=O)OCC(=O)c1ccc(C)c(C)c1)N1C(=O)c2ccccc2C1=O (stereo unspecified),1451,1815
Cc1ccc(S(=O)(=O)C2(C(=O)Nc3cccc(F)c3)CC2)cc1,1647,2014
CCOc1ccc(NC(=O)CNC(=O)c2cccs2)cc1,1543,2024
CC(=O)c1cc2c(cc1NS(=O)(=O)c1ccccc1C)OCO2,1485,1491
COc1ccc(NC(=O)c2ccc(OC(F)F)cc2)cc1Cl,1446,1661
CC(=O)OCCNc1cc(SCc2ccco2)c2nonc2c1[N+](=O)[O-],1569,1938
CSC(=S)N/N=C(\C)c1ccc(Br)cc1,1592,1686
O=C(c1ccccc1)N(CCN1CCOCC1)C1(C(=O)Nc2ccccc2)CCCCC1,1632,1857
Cc1cc(C(=O)N/N=C/c2ccc(O)c([N+](=O)[O-])c2)n[nH]1,1716,2220
COc1ccc(CN2CCS(=O)(=O)CC2)cc1OC,1671,1693
O=C(NCCCO)C(=O)NCCc1ccc(Cl)cc1,1471,1702
CCN(CC)S(=O)(=O)c1cccc(C(=O)Nc2cc(C)nn2-c2ccccc2)c1,1678,1881
Cc1cccc(C)c1OCC(=O)Nc1ccc(N2CCOCC2)cc1,1540,1771
O=C(O)C1CC=CCC1C(=O)Nc1ccc(Oc2ccc(Cl)cc2)cc1 (stereo unspecified),1444,1636
Cc1nc2ccccc2cc1C(=O)N/N=C/c1ccc([N+](=O)[O-])cc1,1630,1658
Cc1ccc2[nH]c(=O)c(C3=NN(C(=O)CCC(=O)O)C(c4cccs4)C3)c(-c3ccccc3)c2c1 (stereo unspecified),1669,1919
CCOc1ccccc1-c1ccc(C(=O)NCc2ccccc2)o1,1230,1481
COc1cc(/C=C(/C#N)C(=O)Nc2ccccc2)ccc1OCc1ccc(C(=O)O)cc1,1563,2017
O=C(NCc1ccncc1)c1ccc(Oc2ccccc2)cc1,1678,1702
CCn1c(Cc2cccs2)nnc1SCC(=O)NC(C)(C)C,1502,1729
CC(OC(=O)Cc1coc2ccc3ccccc3c12)C(=O)Nc1ncc(Cl)cc1Cl (stereo unspecified),1536,1859
C#Cc1cccc(NC(=O)C2CCN(C(C)=O)CC2)c1,1715,1771
COc1cccc(C(=O)NC(=S)Nc2ccc([N+](=O)[O-])cc2C)c1,1669,2004
O=C(Nc1cccc(S(=O)(=O)N2CCOCC2)c1)c1cnn2c(C(F)F)cc(-c3ccccc3)nc12,1537,1665
CN(Cc1nc(-c2cnccn2)no1)Cc1n[nH]c2c1CCCC2,1601,1857
CCCN(CCC)c1c([N+](=O)[O-])c(=O)oc2ccccc12,1703,2080
CCOC(=O)N1CCN(c2c(NCCc3ccc(C)cc3)c(=O)c2=O)CC1,1493,1976
COc1ccc(C(NC(=O)c2cccc(F)c2)c2ccccc2)cc1 (stereo unspecified),1676,1863
COC(=O)c1sc(NC(=O)CSc2nnc(Cn3nnc4ccccc43)n2C)nc1C,1597,2051
O=C(NCc1cn2ccsc2n1)Nc1cccc(Cl)c1,1555,1814
CCOC(=O)c1ccc(NC(=S)N2CCCC(C)C2)cc1 (stereo unspecified),1817,1915
COc1ccccc1/C=C/C(=O)NCc1ccccn1,1436,1518
COc1ccc(C(=O)NCC(=O)OCC(=O)c2ccc(Cl)cc2)cc1OC,1511,2017
C=CCNC(=O)CC1C(=O)NCCN1Cc1ccc(-c2ccccc2)cc1 (stereo unspecified),1443,1691
CCOC(=O)CC(NC(=O)C1c2ccccc2Oc2ccccc21)c1ccccc1Cl (stereo unspecified),1723,1958
CCc1cccc2c(C(=O)C(F)(F)F)cn(CC(=O)N3CCOCC3)c12,1849,2092
Cc1ccc(NC(=O)C(=O)NCc2ccc(/C=C(/C#N)C(=O)NCc3cccnc3)o2)cc1C,1794,1746
Cc1cccc(NC(=O)COC(=O)c2ccc3c(=O)n4c(nc3c2)CCC4)c1,1650,1993
